GLD-1 RNA inh: GLD-1-TGE RNA interaction inhibition (C. elegans); purified GLD-1 + fluorescein TGE RNA, fluorescence polarization; AID 2280; 320,000 tested, 0.44% active; inhibition, % at 5.96 µM; Q17339;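 active means percent inhibition above a per-plate cutoff, the plate mean of test compounds plus 3 SD, cut at about 30% in these data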;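 further: 0% = DMSO wells with GLD-1 and probe and 100% = wells lacking GLD-1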
PME-1 inh: blocks human protein phosphatase methylesterase 1. 320,000 tested, 0.53% active. inhibition, % at 5.9 µM. recombinant PME-1, FP-Rh probe fluorescence polarization. AID 2130;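 active means inhibition above the campaign mean of all compounds plus 3 SD, cut at about 26% in these data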;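 further: competitive labeling of PME-1 active site by serine hydrolase directed probe; 0% = PME-1 with DMSO and 100% = wells lacking PME-1 enzyme; inhibitors block probe labeling so polarization falls and inhibition rises; many of its hits are not listed in these tables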
PAFAH1B2 FP inh: PAFAH1B2 (human) inhibition | P68402 | recombinant PAFAH1B2, FP-rhodamine activity probe, fluorescence polarization | inhibition, % at 3.39 µM | 340,000 tested, 1.2% active | AID 492953;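 active means inhibition above the mean of all tested compounds plus 3 SD, cut at about 24% in these data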;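 further: 0% = enzyme with DMSO and 100% = wells lacking PAFAH1B2; many of its hits are not listed in these tables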
Target sequence (P68402 whole entry, looked up): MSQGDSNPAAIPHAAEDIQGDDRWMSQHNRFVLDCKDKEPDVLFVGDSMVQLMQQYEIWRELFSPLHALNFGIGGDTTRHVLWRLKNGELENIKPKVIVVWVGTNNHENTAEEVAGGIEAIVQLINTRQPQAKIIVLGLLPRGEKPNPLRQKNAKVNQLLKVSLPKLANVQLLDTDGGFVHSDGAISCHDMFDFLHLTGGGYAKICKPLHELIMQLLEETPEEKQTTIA
BCLXL inh: Bcl-xL (human) inhibition; inhibition, % at 10.9 µM; Q07817; 320,000 tested, 0.7% active; GST-Bcl-xL / FITC-Bim BH3 peptide fluorescence polarization;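 active means inhibition above the mean of all tested compounds plus 3 SD, cutoff set per campaign, cut at about 30% in these data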;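 further: 0% = DMSO wells and 100% = unlabeled Bim-BH3 peptide competitor; inhibitors lower millipolarization by displacing the labeled peptide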
AHR act: activators of human aryl hydrocarbon receptor; AID 2796; activation, % at 5 µM; AHR-responsive luciferase reporter cells, luminescence; 320,000 tested, 2.5% active; in the data active means activation above about 47%;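 further: 0% = vehicle wells and 100% = reference agonist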
Target sequence (P35869 whole entry, looked up): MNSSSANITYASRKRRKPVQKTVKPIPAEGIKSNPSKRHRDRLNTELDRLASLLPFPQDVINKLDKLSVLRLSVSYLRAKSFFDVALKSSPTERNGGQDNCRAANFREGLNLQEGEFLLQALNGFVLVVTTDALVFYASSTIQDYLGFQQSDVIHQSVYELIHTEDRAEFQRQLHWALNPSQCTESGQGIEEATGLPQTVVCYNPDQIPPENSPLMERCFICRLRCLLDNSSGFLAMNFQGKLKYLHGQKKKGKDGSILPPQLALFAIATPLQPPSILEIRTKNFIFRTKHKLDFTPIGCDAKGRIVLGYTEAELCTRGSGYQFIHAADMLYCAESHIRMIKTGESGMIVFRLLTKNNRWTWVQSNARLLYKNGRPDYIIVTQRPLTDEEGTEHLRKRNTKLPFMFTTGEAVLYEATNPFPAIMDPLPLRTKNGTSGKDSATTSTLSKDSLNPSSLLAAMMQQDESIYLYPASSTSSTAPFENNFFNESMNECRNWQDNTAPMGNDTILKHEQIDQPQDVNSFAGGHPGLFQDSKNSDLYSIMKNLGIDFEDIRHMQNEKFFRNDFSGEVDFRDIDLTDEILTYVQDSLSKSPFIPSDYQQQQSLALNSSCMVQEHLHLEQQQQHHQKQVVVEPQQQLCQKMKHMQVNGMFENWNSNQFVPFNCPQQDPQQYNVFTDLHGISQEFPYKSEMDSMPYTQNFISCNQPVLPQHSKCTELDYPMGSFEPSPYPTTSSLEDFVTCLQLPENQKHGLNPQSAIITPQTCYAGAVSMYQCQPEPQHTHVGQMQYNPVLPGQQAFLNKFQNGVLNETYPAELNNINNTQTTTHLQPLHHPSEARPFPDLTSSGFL
MEX-5 binding: C. elegans MEX-5 TCR-2 RNA binding activity. Q9XUB2. MEX-5/FITC-TCR2 RNA binding, fluorescence polarization; active compounds read low. activity score (negative = inhibition of binding), % at 10 µM. 300,000 tested, 0.38% active;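 active means inhibition past about -25% in most replicates, and total fluorescence under double the plate's negative control median, limit read from the data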;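 further: 0% = DMSO and -100% = 5 µM competing unlabeled TCR2 RNA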
Fam108B inh: counter-screen for RBBP9 inhibitors: inhibitors of mouse Fam108B | AID 1947 | inhibition, % at 9.51 µM | recombinant Fam108B, FP-Rh probe fluorescence polarization | 300,000 tested, 0.33% active;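 active means inhibition above the screen mean inhibition plus 3 SD, computed separately per campaign, cut at about 18% in these data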;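 further: inhibitors lower polarization as less probe binds the enzyme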
MCL1 BIM primary: inhibitors of human MCL1 binding to BIM-BH3 peptide; 320,000 tested, 0.68% active; GST-MCL1 / FITC-Bim-BH3 fluorescence polarization; Q07820; inhibition, % at 10.9 µM;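 active means inhibition above the mean inhibition of all tested compounds plus 3 SD, set per campaign, cut at about 40% in these data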;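 further: 0% = DMSO wells and 100% = unlabeled Bim-BH3 peptide control; higher means more loss of mP so more displacement of Bim peptide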
pPAFAH inh: inhibitors of human plasma PAF acetylhydrolase (pPAFAH); Q13093; recombinant pPAFAH, FP-rhodamine probe fluorescence polarization; inhibition, % at 3.39 µM; 330,000 tested, 1.5% active; AID 463082;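 active means inhibition above the mean inhibition across the screen plus 3 SD, cut at about 25% in these data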;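 further: inhibitors block binding of the rhodamine activity-based probe so polarization drops; 0% = enzyme with DMSO and 100% = wells lacking pPAFAH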
Active calls of the source: *.

Screening CC(C)C[C@H](NC(=O)c1nc[nH]c1C(=O)N[C@@H](CC(C)C)C(=O)OC(C)(C)C)C(=O)OC(C)(C)C returned GLD-1 RNA inh 10, PME-1 inh -2, PAFAH1B2 FP inh 8, BCLXL inh 4, AHR act -2, MEX-5 binding 1.4, Fam108B inh -3, MCL1 BIM primary 6 and pPAFAH inh 11.
CC1CCN(C(=O)Cn2c(SCC(=O)Nc3nccs3)nc3ccccc32)CC1 was read as GLD-1 RNA inh 5, PME-1 inh 5, PAFAH1B2 FP inh 4, BCLXL inh 2, AHR act 2, MEX-5 binding 1.0, Fam108B inh 3, MCL1 BIM primary 5 and pPAFAH inh 5.
`c1ccc2c(-c3nc(-c4ccncc4)no3)cccc2c1` gave GLD-1 RNA inh 3, PME-1 inh -2, PAFAH1B2 FP inh 4, BCLXL inh 4, AHR act 99*, MEX-5 binding 3.0, Fam108B inh 5, MCL1 BIM primary 4 and pPAFAH inh 5.
Cc1ccc(S(=O)(=O)N(C)c2ccc(C)c([N+](=O)[O-])c2)cc1 was read as GLD-1 RNA inh 9, PME-1 inh -6, PAFAH1B2 FP inh 5, BCLXL inh -1, AHR act -1, MEX-5 binding 0.6, Fam108B inh 1, MCL1 BIM primary -2 and pPAFAH inh 0.
Screening COc1ccc(Br)cc1CN(C)C(=O)Cc1ccc(OC)c(S(=O)(=O)N2CCOCC2)c1 returned GLD-1 RNA inh 2, PME-1 inh 9, PAFAH1B2 FP inh 7, BCLXL inh 2, AHR act 3, MCL1 BIM primary -6 and pPAFAH inh 0.
For CC(C)CCn1c(C(C)O)nc2ccccc21 (stereo unspecified) the results were GLD-1 RNA inh 2, PME-1 inh 1, PAFAH1B2 FP inh 3, BCLXL inh -9, AHR act -2, Fam108B inh -1, MCL1 BIM primary -10 and pPAFAH inh 4.
Screening COC(=O)c1cnc(N2CCOCC2)nc1C(F)(F)F returned GLD-1 RNA inh 2, PME-1 inh -1, PAFAH1B2 FP inh 6, BCLXL inh 5, AHR act 0, MEX-5 binding -0.6, Fam108B inh 1, MCL1 BIM primary 3 and pPAFAH inh 5.
CC(=O)N=c1sccn1CC(O)c1ccccc1 (stereo unspecified) was read as GLD-1 RNA inh -5, PME-1 inh 0, PAFAH1B2 FP inh 0, BCLXL inh -5, AHR act 1, MEX-5 binding 1.1, Fam108B inh 1, MCL1 BIM primary 0 and pPAFAH inh 2.
Screening CC(/C=N/NC(=O)CSc1nc(C)cc(C)n1)=C\c1ccccc1 returned GLD-1 RNA inh -10, PME-1 inh 2, PAFAH1B2 FP inh 2, BCLXL inh -6, AHR act 9, MEX-5 binding -6.1, Fam108B inh -1, MCL1 BIM primary -18 and pPAFAH inh 6.
`CCN(CC)CCN(C(=O)c1ccc2c(c1)CCCC2)c1nc2ccc(OC)cc2s1` gave GLD-1 RNA inh 0, PME-1 inh -14, PAFAH1B2 FP inh 6, BCLXL inh 0, AHR act 8, MEX-5 binding -3.3, Fam108B inh 3, MCL1 BIM primary 4 and pPAFAH inh 6.
Screening CCOC(=O)c1c(NC(=O)CSc2ncnc3ccccc23)sc(C)c1C returned GLD-1 RNA inh 1, PME-1 inh 1, PAFAH1B2 FP inh 1, BCLXL inh 5, AHR act 7, MEX-5 binding 2.0, Fam108B inh -4, MCL1 BIM primary 1 and pPAFAH inh -2.
`COc1cc(C2c3[nH]c4ccccc4c3C[C@H]3C(=O)N(CCO)CC(=O)N23)cc(OC)c1OC` (stereo partly specified) gave GLD-1 RNA inh -1, PME-1 inh -3, PAFAH1B2 FP inh 0, BCLXL inh 3, AHR act 2, MEX-5 binding -1.4, Fam108B inh 5, MCL1 BIM primary 5 and pPAFAH inh 4.
Screening Cc1cccc(-n2ncc3c(N4CCc5ccccc54)ncnc32)c1 returned GLD-1 RNA inh -3, PME-1 inh -1, BCLXL inh 2, AHR act -2, MEX-5 binding 2.2, Fam108B inh 0, MCL1 BIM primary -2 and pPAFAH inh 0.
COCc1ccc([C@@H]2C[C@H]3CN(Cc4ccccc4C)C(=O)[C@]34CCCN24)o1 was read as GLD-1 RNA inh 3, PME-1 inh -1, PAFAH1B2 FP inh 0, BCLXL inh 6, AHR act 0, MEX-5 binding -1.1, Fam108B inh 1, MCL1 BIM primary 0 and pPAFAH inh 4.
`CCCS(=O)(=O)c1c(S(=O)(=O)CCC)c2cnccn2c1C(=O)c1ccc(CC)cc1` gave GLD-1 RNA inh 7, PME-1 inh 9, PAFAH1B2 FP inh 3, BCLXL inh 0, AHR act -3, MEX-5 binding -0.4, Fam108B inh 7, MCL1 BIM primary -8 and pPAFAH inh 0.
`Cc1cc(-c2c(C(=O)N3CCOCC3)c(C)nn2-c2ccccc2)no1` gave GLD-1 RNA inh 5, PME-1 inh -6, PAFAH1B2 FP inh 1, BCLXL inh 2, AHR act 0, MEX-5 binding 1.3, Fam108B inh -2, MCL1 BIM primary 5 and pPAFAH inh 1.
Screening O=C(O)CCC(=O)N1CCN(c2cccc(Cl)c2)CC1 returned GLD-1 RNA inh 0, PME-1 inh -2, PAFAH1B2 FP inh 3, BCLXL inh 2, AHR act -1, MEX-5 binding 0.1, Fam108B inh -1, MCL1 BIM primary 7 and pPAFAH inh 1.
COc1ccc(OC)c(C(c2nnnn2C2CCCC2)N2CCN(c3ccccc3)CC2)c1 (stereo unspecified) was read as GLD-1 RNA inh 15, PME-1 inh 4, PAFAH1B2 FP inh 5, BCLXL inh 3, AHR act 9, MEX-5 binding -0.5, Fam108B inh 2, MCL1 BIM primary 6 and pPAFAH inh 2.
CCN1C(=O)CC(N2CCN(C(c3ccccc3)c3ccccc3)CC2)C1=O (stereo unspecified) was read as GLD-1 RNA inh 7, PME-1 inh -2, PAFAH1B2 FP inh 3, BCLXL inh 5, AHR act 0, MEX-5 binding -1.6, Fam108B inh 0, MCL1 BIM primary 2 and pPAFAH inh 4.
Screening O=C(Cc1cccs1)N1CCCC(c2nc3c(nnn3Cc3ccc(F)cc3)c(=O)[nH]2)C1 (stereo unspecified) returned GLD-1 RNA inh 3, PME-1 inh 7, PAFAH1B2 FP inh 5, BCLXL inh 5, AHR act -3, MEX-5 binding -0.6, Fam108B inh 3, MCL1 BIM primary 0 and pPAFAH inh 11.
`CC1CCCCC1NC(=O)CCNS(=O)(=O)c1ccc(Cl)cc1` (stereo unspecified) gave GLD-1 RNA inh -4, PME-1 inh 0, PAFAH1B2 FP inh 13, BCLXL inh 5, AHR act 1, MEX-5 binding -0.2, Fam108B inh -2, MCL1 BIM primary 2 and pPAFAH inh 4.
COc1cc(NC(=O)C(C)C)ccc1NC(=O)c1ccco1 was read as GLD-1 RNA inh -6, PME-1 inh -2, PAFAH1B2 FP inh -5, BCLXL inh 2, AHR act -4, MEX-5 binding -0.6, Fam108B inh -3, MCL1 BIM primary 2 and pPAFAH inh -3.
Screening COc1ccccc1N1C(=O)CC(Sc2nc(C)cc(C)n2)C1=O (stereo unspecified) returned GLD-1 RNA inh 4, PME-1 inh 3, PAFAH1B2 FP inh 1, BCLXL inh 1, AHR act 0, MEX-5 binding 4.0, Fam108B inh -1, MCL1 BIM primary -1 and pPAFAH inh 4.
Screening CCN1CCN(Cc2ccc(NC(=O)Nc3ccccc3Cl)cc2)CC1 returned GLD-1 RNA inh -3, PME-1 inh -5, PAFAH1B2 FP inh 2, BCLXL inh 6, AHR act -3, MEX-5 binding -3.5, Fam108B inh 8, MCL1 BIM primary 4 and pPAFAH inh 0.
Screening c1ccc(N=Nc2ccc3cccccc2-3)cc1 returned GLD-1 RNA inh -1, PME-1 inh 6, PAFAH1B2 FP inh 1, BCLXL inh 3, AHR act 41, MEX-5 binding -1.5, Fam108B inh 5, MCL1 BIM primary 5 and pPAFAH inh 12.
`O=C(CSc1ccc(-c2ccc(Br)cc2)nn1)NC1CCCC1` gave GLD-1 RNA inh 0, PME-1 inh 0, PAFAH1B2 FP inh -4, BCLXL inh 5, AHR act 4, MEX-5 binding -0.9, Fam108B inh -2, MCL1 BIM primary 7 and pPAFAH inh -4.
For CCOC(=O)c1c(NC(=O)COC(=O)CCOc2ccc(C)cc2)sc(C(=O)N(C)C)c1C the results were GLD-1 RNA inh 9, PME-1 inh 2, PAFAH1B2 FP inh 4, BCLXL inh 2, AHR act -1, MEX-5 binding 3.9, Fam108B inh 1, MCL1 BIM primary -6 and pPAFAH inh 16.
For Cc1ccc(S(=O)(=O)N2CCOCC2)cc1C(=O)N1CCN(S(=O)(=O)c2cccc(F)c2)CC1 the results were GLD-1 RNA inh -4, PME-1 inh 3, PAFAH1B2 FP inh 7, BCLXL inh -7, AHR act 2, MCL1 BIM primary -14 and pPAFAH inh 2.
`COc1ccc(CNCCC(c2ccc(OC(C)C)cc2)c2ccccc2OC)cc1OC` (stereo unspecified) gave GLD-1 RNA inh -7, PME-1 inh 4, PAFAH1B2 FP inh -2, BCLXL inh 2, AHR act 0, MEX-5 binding 3.6, Fam108B inh -6, MCL1 BIM primary 4 and pPAFAH inh -2.
For Cc1ccc(S(=O)(=O)/C(C#N)=C/c2c(N3CCN(Cc4ccccc4)CC3)nc3ccccn3c2=O)cc1 the results were GLD-1 RNA inh 7, PME-1 inh -13, PAFAH1B2 FP inh -4, BCLXL inh 23, AHR act 0, MEX-5 binding 2.6, Fam108B inh -15, MCL1 BIM primary 24 and pPAFAH inh -2.

Reprinted from the part before: 2 entries; new compounds follow.
`COc1ccc(CNCCC(c2ccc(OC(C)C)cc2)c2ccccc2OC)cc1OC` (stereo unspecified) gave GLD-1 RNA inh -7, PME-1 inh 4, PAFAH1B2 FP inh -2, BCLXL inh 2, AHR act 0, MEX-5 binding 3.6, Fam108B inh -6, MCL1 BIM primary 4 and pPAFAH inh -2.
For Cc1ccc(S(=O)(=O)/C(C#N)=C/c2c(N3CCN(Cc4ccccc4)CC3)nc3ccccn3c2=O)cc1 the results were GLD-1 RNA inh 7, PME-1 inh -13, PAFAH1B2 FP inh -4, BCLXL inh 23, AHR act 0, MEX-5 binding 2.6, Fam108B inh -15, MCL1 BIM primary 24 and pPAFAH inh -2.
Screening COc1ccc(NC(=O)COC(=O)C2CCN(S(=O)(=O)c3cccs3)CC2)cc1 returned GLD-1 RNA inh -2, PME-1 inh 0, PAFAH1B2 FP inh 6, BCLXL inh 6, AHR act 0, MEX-5 binding -1.0, Fam108B inh 3, MCL1 BIM primary 6 and pPAFAH inh 6.
For C=CCN(c1ccc(C(=O)Nc2ccc3c(c2)n(C)c(=O)n3C)cc1)S(C)(=O)=O the results were GLD-1 RNA inh 0, PME-1 inh 0, PAFAH1B2 FP inh 5, BCLXL inh 3, AHR act 5, MEX-5 binding -1.1, Fam108B inh -5, MCL1 BIM primary 3 and pPAFAH inh 6.
Screening O=C(Cn1nc(-c2ccco2)ccc1=O)Nc1ccc(Cl)c(Cl)c1 returned GLD-1 RNA inh -7, PME-1 inh -2, PAFAH1B2 FP inh 1, BCLXL inh -3, AHR act 4, MEX-5 binding -2.6, Fam108B inh -7, MCL1 BIM primary -4 and pPAFAH inh 8.
For S=c1[nH]nc(COc2ccccc2)n1/N=C/c1cccs1 the results were GLD-1 RNA inh 0, PME-1 inh -1, PAFAH1B2 FP inh 12, BCLXL inh -33, AHR act 25, MEX-5 binding 0.0, Fam108B inh -1, MCL1 BIM primary -12 and pPAFAH inh 0.
For O=C(CCc1nc2ccccc2c(=O)[nH]1)OCCOc1ccc(Cl)cc1 the results were GLD-1 RNA inh 2, PME-1 inh 0, PAFAH1B2 FP inh 14, BCLXL inh -2, AHR act 0, MEX-5 binding -0.3, Fam108B inh 1, MCL1 BIM primary 7 and pPAFAH inh -3.

Some of the compounds tested; count on the stated rates, not on these rows.
